esBAF inh – blocks esBAF chromatin remodeling in mouse ES cells; Bmi1-luciferase knock-in reporter, 24 h; 100% = twice the neutral-well signal; reporter increase, % at 12.5 µM; actives 2% (n = 350,000); AID 602393; in the data active = activation above about 40%; inconclusive = no clear call, values can overlap the other calls;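 note: 0% = median of the plate's neutral control wells and 100% = double that signal; a rise in the Bmi1 reporter signal indicates esBAF inhibition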
FN deposition inh – fibronectin deposition inhibition; AH1F fibroblasts, Alexa488-fibronectin deposition fluorescence, overnight; inhibition, % at 12.6 µM; actives 0.086% (n = 350,000);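 active = mean inhibition across replicates of 30% or more, regardless of how many single replicates reach that level; inconclusive = mean under 30% yet at least half of replicates reach 30%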;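 note: positive control wells lacked labelled fibronectin entirely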
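Schedule: 1 h cell adhesion before compound, then overnight fibronectin incubation; test system: AH1F fibroblast monolayer depositing Alexa488-labelled fibronectin into matrix; quantity: 10000 AH1F cells per well; probe or stimulus: fluorescent fibronectin at 24 nM final; signal: fluorescence, ex 485 nm, em 525 nm; evaluation: percent inhibition as loss of matrix-bound fibronectin fluorescence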
LGR2 inh – Drosophila LGR2 receptor signaling inhibition; HEK293 LGR2, CRE-luciferase, bursicon-stimulated, 4 h; inhibition, % at 9.99 µM; actives 0.35% (n = 380,000); AID 720647;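 active = drop in luminescence signal, shown as inhibition above about 50% in the replicate tests, limit read from the data, passing the limit was not always enough; inconclusive = probably only some replicates passing the limit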;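 note: agonist challenge used bursicon conditioned medium at about half maximal strength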
C2C12 statin – protects C2C12 myotubes from simvastatin toxicity; ATP luminescence, 48 h; scaled: DMSO 0, geranylgeraniol control 100; rescue of ATP level, % at 7.49 µM; actives 0.78% (n = 330,000); AID 602340;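 active = mean ATP rescue above about 67%, or every replicate alone reaching that limit, limit read from the data, passing the limit was not always enough; inconclusive = no clear call, values can overlap the other calls; inactive = mean under the limit and some replicate under it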;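 note: myotubes were challenged with 10 µM simvastatin during compound exposure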
CASP6 VEID inh – caspase-6 (human) enzyme inhibition | P55212 | purified caspase-6, Z-VEID-R110 cleavage fluorescence | inhibition, % at 12.5 µM | actives 0.53% (n = 350,000) | AID 686996;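 active = mean inhibition across replicates at least about 35%, with every replicate also reaching that limit, limit read from the data; inconclusive = only one of the two criteria met; inactive = neither criterion met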;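 note: 0% = median of neutral control wells and 100% = no fluorescence left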
Target sequence (P55212 24-179 limits assumed): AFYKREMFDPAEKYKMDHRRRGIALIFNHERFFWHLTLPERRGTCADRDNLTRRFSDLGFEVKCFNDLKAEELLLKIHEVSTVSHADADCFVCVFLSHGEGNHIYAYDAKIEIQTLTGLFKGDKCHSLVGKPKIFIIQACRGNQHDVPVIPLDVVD
Target sequence (P55212 194-293 limits assumed): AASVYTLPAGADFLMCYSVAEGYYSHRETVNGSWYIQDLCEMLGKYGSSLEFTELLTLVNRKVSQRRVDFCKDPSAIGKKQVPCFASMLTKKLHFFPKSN
SIRT5 inh – blocks human SIRT5 desuccinylation of peptide; Q9NXA8; Purified SirT5, succinyl-peptide AMC, trypsin-coupled fluorescence; inhibition, % at 15 µM; actives 1.1% (n = 330,000); AID 652115; in the data active = inhibition above about 15%; inconclusive = no clear call, values can overlap the other calls
Target sequence (Q9NXA8 whole entry, looked up): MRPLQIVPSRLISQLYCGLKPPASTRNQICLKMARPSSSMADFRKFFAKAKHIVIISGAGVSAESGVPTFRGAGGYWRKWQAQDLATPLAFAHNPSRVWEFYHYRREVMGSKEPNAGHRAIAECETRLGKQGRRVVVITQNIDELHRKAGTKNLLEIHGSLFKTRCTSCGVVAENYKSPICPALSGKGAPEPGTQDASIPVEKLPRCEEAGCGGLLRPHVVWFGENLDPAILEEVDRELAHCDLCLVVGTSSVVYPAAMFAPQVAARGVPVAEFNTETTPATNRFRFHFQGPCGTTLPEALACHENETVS
S100A4 MyoIIA – inhibitors of human S100A4 binding to myosin IIA peptide; AID 652163; actives 0.14% (n = 360,000); S100A4/TAMRA-MyoIIA peptide fluorescence polarization; inhibition, % at 10.7 µM;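 active = mean inhibition of at least 70% across replicates, with every replicate also reaching that level; inconclusive = mean inhibition reaches 70% but some replicates fall short; inactive = mean inhibition below 70%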
Target sequence (P26447 whole entry, looked up): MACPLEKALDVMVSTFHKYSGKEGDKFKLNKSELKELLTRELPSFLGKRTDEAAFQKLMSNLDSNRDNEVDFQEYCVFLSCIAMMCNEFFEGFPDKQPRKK
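assay system = human S100A4 monomer with TAMRA-labelled myosin IIA peptide | also added = labelled myosin peptide probe, 5 nM | incubation = 5 min between mix addition and reading | control set = DMSO and TFP controls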
An asterisk follows results filed as active; & = joins results of further samples.

The opening 2 records as a preview:
CCC(=O)N1C[C@@H](C)[C@@H](OC)CN(C)C(=O)c2cc(NC(=O)C3CCOCC3)ccc2OC[C@@H]1C was read as esBAF inh 1.9, FN deposition inh -8.2, LGR2 inh 2.1, C2C12 statin 2.6, CASP6 VEID inh -0.8 and S100A4 MyoIIA -2.2.
For Cc1cccc2sc(NC(=O)CCn3cccc3)nc12 the results were FN deposition inh 2.0, LGR2 inh -6.6, CASP6 VEID inh -0.8, SIRT5 inh 2.2 and S100A4 MyoIIA -7.1.

The list itself, repeating the preview:
CCC(=O)N1C[C@@H](C)[C@@H](OC)CN(C)C(=O)c2cc(NC(=O)C3CCOCC3)ccc2OC[C@@H]1C was read as esBAF inh 1.9, FN deposition inh -8.2, LGR2 inh 2.1, C2C12 statin 2.6, CASP6 VEID inh -0.8 and S100A4 MyoIIA -2.2.
For Cc1cccc2sc(NC(=O)CCn3cccc3)nc12 the results were FN deposition inh 2.0, LGR2 inh -6.6, CASP6 VEID inh -0.8, SIRT5 inh 2.2 and S100A4 MyoIIA -7.1.
Screening O=C(c1cccc(C(=O)N2CCN(Cc3ccccc3)CC2)c1)N1CCN(Cc2ccccc2)CC1 returned esBAF inh -6.4, LGR2 inh 3.9 and C2C12 statin 23.1.
`CCOC(=O)C1=C(C)NC(=O)NC1c1cccc(OC)c1OCc1ccccc1Cl` (stereo not given) gave esBAF inh -1.8, FN deposition inh 7.8 and C2C12 statin 40.7.
Screening CC(C)CC(=O)Nc1ccc(C(=O)COc2ccc(-c3nnco3)cc2)cc1 returned esBAF inh -2.9, FN deposition inh -4.4 and C2C12 statin 7.3.
Screening CCCCCCSc1nnc(N)s1 returned esBAF inh -7.7, FN deposition inh -1.4, LGR2 inh -8.8, C2C12 statin 2.9, CASP6 VEID inh 0.4, SIRT5 inh 0.5 and S100A4 MyoIIA 15.9.
`COc1ccc(-c2cc(C(=O)N3CCCCCC3)no2)cc1OC` gave esBAF inh 70.5*, FN deposition inh 1.3, LGR2 inh -53.4, C2C12 statin 5.6, CASP6 VEID inh 2.2, SIRT5 inh 1.4 and S100A4 MyoIIA 4.6.
Screening COc1ccc(C2=NN(C(=O)CN3CCCC3)C(c3ccc(OC)cc3)C2)cc1 (stereo not given) returned FN deposition inh 6.7, LGR2 inh -8.5, CASP6 VEID inh 2.1, SIRT5 inh -4.2 and S100A4 MyoIIA -2.2.
`CCOC(=O)c1c(NC(=O)C2CCCN(S(=O)(=O)c3ccccc3)C2)sc2c1CCCC2` (stereo not given) gave esBAF inh 0.2, FN deposition inh 1.4, LGR2 inh 16.3 and C2C12 statin 7.6.
Screening Cc1cc(C)nc(NS(=O)(=O)c2ccc(N3C(=O)C4CC=C(Cl)CC4C3=O)cc2)n1 (stereo not given) returned esBAF inh -11.1, FN deposition inh 5.6 and C2C12 statin 4.5.
For CCC1(C)Cc2c(sc3nc(SC)[nH]c(=O)c23)CO1 (stereo not given) the results were esBAF inh -0.1, FN deposition inh 8.8, LGR2 inh -9.1, C2C12 statin -5.4, CASP6 VEID inh -2.2, SIRT5 inh -4.8 and S100A4 MyoIIA -9.4.
For CN(C)c1ccc(-c2nc3n(n2)C(c2cccnc2)C2=C(CC(C)(C)CC2=O)N3)cc1 (stereo not given) the results were esBAF inh 7.3, FN deposition inh 9.9 and C2C12 statin 5.2.
`CC(Sc1nnc(CN2CCCC2)n1Cc1ccccc1)C(=O)Nc1ccc(F)cc1` (stereo not given) gave esBAF inh -3.2, FN deposition inh -1.7, LGR2 inh 6.6, C2C12 statin -11.4, CASP6 VEID inh 0.3, SIRT5 inh -1.4 and S100A4 MyoIIA -5.0.
For Cc1ccc2nc(SCC(=O)Nc3ccc4c(c3)OCO4)nc(=O)n2c1 the results were FN deposition inh 1.3, LGR2 inh -5.8, CASP6 VEID inh 0.4, SIRT5 inh -1.5 and S100A4 MyoIIA 0.3.
`CCOC(=O)CC1NCCc2c1[nH]c1ccc(OC)cc21` (stereo not given) gave esBAF inh -2.1, FN deposition inh 6.3, LGR2 inh 14.1, C2C12 statin -12.3, CASP6 VEID inh -4.9, SIRT5 inh 0.6 and S100A4 MyoIIA -4.7.
`CCn1c(=O)n(CC)c2cc(S(=O)(=O)NCCOc3ccccc3)c(C)cc21` gave esBAF inh 7.0, LGR2 inh 29.3 and C2C12 statin 2.0.
Screening CC(C)(C)OC(=O)NCc1ccc(CNC(=O)c2[nH]cnc2C(=O)Nc2ccccc2F)cc1 returned esBAF inh -0.2, FN deposition inh -3.8, LGR2 inh inconclusive, C2C12 statin -12.6, CASP6 VEID inh -0.4 and S100A4 MyoIIA -2.2.
`COc1cccc2sc3cc(C#Cc4ccccn4)ccc3c(=O)c12` gave esBAF inh inconclusive, FN deposition inh 5.6, LGR2 inh -73.4, C2C12 statin -17.9, CASP6 VEID inh -0.4, SIRT5 inh -1.5 and S100A4 MyoIIA -3.7.
`O=c1cc(-c2ccccc2)nc(N2CCCCC2)[nH]1` gave esBAF inh 1.1, FN deposition inh 2.6 and C2C12 statin 6.0.
For CC(=O)Oc1ccc(C(=O)Cc2ccc3ccccc3n2)c(O)c1C the results were FN deposition inh -1.2, LGR2 inh -21.7, CASP6 VEID inh 0.9, SIRT5 inh -2.8 and S100A4 MyoIIA 6.2.
O=C(Nc1ccc(C(F)(F)F)cc1)N1[C@@H]2CNC[C@H]1C2c1ccc(/C=C/c2ccccc2)cc1 (stereo not given in full) was read as FN deposition inh -12.4&-8.8, LGR2 inh 20.3&-23.2, CASP6 VEID inh -6.7&-0.5, SIRT5 inh 4.6&9.0 and S100A4 MyoIIA -24.3&-42.1.
`COc1ccc(NC(=O)C(c2cc3ccccc3o2)n2c(=O)c(-c3cc4ccccc4[nH]3)nc3ccccc32)cc1` (stereo not given) gave FN deposition inh -12.0, LGR2 inh -24.0, CASP6 VEID inh -1.0, SIRT5 inh -1.0 and S100A4 MyoIIA -4.3.
`Cc1cccc(OC(C)C(=O)Nc2ccc(N3CCCCC3)cc2)c1` (stereo not given) gave esBAF inh -11.1, FN deposition inh -4.0, LGR2 inh -0.3, C2C12 statin 12.3, CASP6 VEID inh 4.0, SIRT5 inh 0.2 and S100A4 MyoIIA -3.2.
`COc1cccc(NC(=O)CC2(CC(=O)O)CCCC2)c1` gave esBAF inh 1.5, FN deposition inh -2.4 and C2C12 statin 21.1.
Screening CCN(CC)S(=O)(=O)c1cc(NC(=O)CSCc2c(C)noc2C)ccc1C returned esBAF inh 10.6, FN deposition inh 10.7, LGR2 inh 9.8, C2C12 statin -1.1, CASP6 VEID inh -0.4, SIRT5 inh -3.9 and S100A4 MyoIIA -3.8.
For CCNC(=O)C[C@H]1C=C[C@H](NC(=O)C2CCC2)[C@@H](CO)O1 the results were esBAF inh -1.8, FN deposition inh 3.6, LGR2 inh -5.6, C2C12 statin -4.3, CASP6 VEID inh 0.0, SIRT5 inh 0.1 and S100A4 MyoIIA -1.4.
Screening COc1ccc(OC)c(NC(=O)CC(Cc2ccccc2OC)C(=O)O)c1 (stereo not given) returned esBAF inh -3.0, FN deposition inh 8.9, LGR2 inh 6.0 and C2C12 statin 8.6.
COc1ccc(CNS(=O)(=O)c2cc(Br)ccc2Br)cc1 was read as FN deposition inh 10.2, LGR2 inh -12.4, CASP6 VEID inh 6.9, SIRT5 inh -2.6 and S100A4 MyoIIA 0.1.
Cc1ccc(C(=O)NC(=S)NNC(=O)c2ccccc2[N+](=O)[O-])cc1 was read as esBAF inh 18.5, LGR2 inh -5.5 and C2C12 statin -17.5.
`NC(=O)c1c(Nc2nc3c(F)cccc3s2)sc2c1CCCC2` gave esBAF inh 25.3, FN deposition inh 1.3, LGR2 inh -3.8 and C2C12 statin 1.1.
`CC(Oc1ccc(Br)cc1)C(=O)NCCCN1CCCC1=O` (stereo not given) gave esBAF inh 0.3, FN deposition inh -28.7, LGR2 inh 11.9, C2C12 statin -0.1, CASP6 VEID inh 0.4, SIRT5 inh -9.6 and S100A4 MyoIIA -3.0.
For Cc1ccc2nc(SCC(=O)c3ccc(Cl)s3)[nH]c2c1 the results were esBAF inh 17.7, LGR2 inh -70.2, C2C12 statin -26.2, CASP6 VEID inh 1.7, SIRT5 inh -2.6 and S100A4 MyoIIA -3.1.
For CCOC(=O)c1sc2nc(C)[nH]c(=S)c2c1C the results were FN deposition inh 6.0, CASP6 VEID inh 3.4, SIRT5 inh -0.5 and S100A4 MyoIIA 11.7.
`CCCn1c2ccccc2c2cnn(CC(=O)NCCCN3CCN(c4ccccc4)CC3)c(=O)c21` gave esBAF inh -11.8, FN deposition inh 12.3, LGR2 inh -6.4, C2C12 statin -9.7, CASP6 VEID inh -4.7, SIRT5 inh 0.6 and S100A4 MyoIIA 42.5.
For CNc1nc(Oc2cccc(NC(C)=O)c2)c2sccc2n1 the results were esBAF inh 2.0, FN deposition inh 0.1, LGR2 inh 14.0, C2C12 statin -3.0, CASP6 VEID inh 1.9 and S100A4 MyoIIA 4.1.
`COc1ccc(OCc2nnc3n2N=C(c2ccc(OC)cc2)CS3)cc1` gave esBAF inh 2.6, FN deposition inh 2.7, LGR2 inh 14.5, C2C12 statin -4.7, CASP6 VEID inh 2.8 and S100A4 MyoIIA -3.8.
Screening CC1C(=O)OC(c2ccc(Cl)cc2)C(C)(C)C1=O (stereo not given) returned esBAF inh 1.3, FN deposition inh -5.1, LGR2 inh 0.3, C2C12 statin 0.8, CASP6 VEID inh -0.5, SIRT5 inh 1.7 and S100A4 MyoIIA -6.9.
`CCCCNc1ccc2c(c1)OC[C@@H](CC(C)C)NS2(=O)=O` gave FN deposition inh 3.0, LGR2 inh 5.1, CASP6 VEID inh -0.7, SIRT5 inh -2.3 and S100A4 MyoIIA -2.2.
`C[C@H](CO)N1C[C@H](C)[C@H](CN(C)C(=O)NC2CCCCC2)Oc2ccc(NC(=O)c3ccncc3)cc2C1=O` gave esBAF inh -6.9, LGR2 inh 4.0, C2C12 statin -8.1, CASP6 VEID inh -2.1, SIRT5 inh -0.6 and S100A4 MyoIIA -0.3.
`CCN(CC)S(=O)(=O)c1cccc(-c2nnc(SCCOc3ccccc3)o2)c1` gave LGR2 inh -0.8, CASP6 VEID inh -0.6, SIRT5 inh 11.5 and S100A4 MyoIIA -3.1.
COc1ccc(-c2csc3nc(-c4ccc(C)cc4)oc(=O)c23)cc1OC was read as esBAF inh 2.0, FN deposition inh 6.3, LGR2 inh -9.0, C2C12 statin 6.8, CASP6 VEID inh -0.8, SIRT5 inh 4.8 and S100A4 MyoIIA -3.7.
Screening COc1ccc(S(=O)(=O)N(C)C[C@H]2OCCCC[C@@H](C)Oc3ccc(NS(=O)(=O)c4ccccc4)cc3C(=O)N([C@@H](C)CO)C[C@H]2C)cc1 returned esBAF inh -1.1, FN deposition inh -12.8, LGR2 inh 1.5, CASP6 VEID inh -0.4, SIRT5 inh 9.2 and S100A4 MyoIIA -11.6.
Screening CC(C)CN(C(=O)COC(=O)c1nc(Cl)ccc1Cl)C1CCS(=O)(=O)C1 (stereo not given) returned FN deposition inh 6.5, LGR2 inh 4.1, CASP6 VEID inh 9.7, SIRT5 inh -3.4 and S100A4 MyoIIA 3.0.
CC(C)c1nnc(NC(=O)C2CCN(c3cnccn3)CC2)s1 was read as esBAF inh -6.1, FN deposition inh -0.4 and C2C12 statin -13.4.
COc1ccc(-c2csc(NC(=O)c3ccccc3F)c2C(=O)O)cc1 was read as esBAF inh inconclusive, FN deposition inh -5.8, LGR2 inh -20.7, C2C12 statin -1.9, CASP6 VEID inh 2.4, SIRT5 inh 1.9 and S100A4 MyoIIA 0.5.
`NS(=O)(=O)c1cccc(NC(=O)CC23CC4CC(C2)CC(CC(=O)Nc2cccc(S(N)(=O)=O)c2)(C4)C3)c1` gave esBAF inh -2.1, FN deposition inh -3.6, LGR2 inh -10.1, C2C12 statin 4.1, CASP6 VEID inh -1.5, SIRT5 inh 3.9 and S100A4 MyoIIA 1.0.

Bioassay records as filed in PubChem BioAssay.

This is a subset, so the mix of outcomes need not match the whole.
